# ATXN viability = Viability Counterscreen for Primary qHTS for Inhibitors of ATXN expression | 0.49% of 400,000 active | Potency, µM (doses to about 56.7 µM), most hits filed as cytotoxic | S2 cells (HEK-293 line with an ATXN2-luciferase reporter) viability, CellTiter-Fluor protease fluorescence, 24 h; further: potency means the concentration at half of the fitted maximal effect; nearly all actives have a fitted effect of over 40% in size
# Nrf2 block = Nrf2 qHTS screen for inhibitors; A549 ARE-Fluc reporter, luciferase luminescence, 18-24 h; Potency, µM (top dose mostly 46 µM), for the others: at the highest dose activity change, negative = inhibition, actives largely listed as inhibitors; 2.1% of 360,000 active; AID 504444, 2011; further: potency means the concentration at half of the fitted maximal effect; on the % scale 0 is the no-effect control and ±100 the full control effect; nearly all actives have a fitted effect of over 60% in size
#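 Two sequential reads on A549 ARE_Fluc cells exposed to compound for 18-24 h: a CellTiter-Fluor fluorescence read for viability, then a luciferase luminescence read for Nrf2/ARE activity.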
# HepG2 viability = qHTS for Inhibitors of TGF-b: Cytotox Counterscreen; HepG2 CAGA-GFP viability, ATP luminescence, 18 h; Potency, µM (highest dose often 46.1 µM), inactives show top-dose activity change, negative = cytotoxicity, usual class: cytotoxic; 0.76% of 410,000 active; further: potency means the concentration at half of the fitted maximal effect; some results filed as inactive show a strong effect at the top dose
#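 CellTiter-Glo luminescence gave cytotoxicity after 18 hours at 37 degrees C. The cells were HepG2 CAGA-GFP in 1% FBS DMEM, stimulated with 500 pg/mL TGF-beta after compound addition. %Activity was normalised to no-cell wells (complete cell-killing) and DMSO (no toxicity), and curves were fitted and classified.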
# MmCpn inh = Inhibitors of TCP-1 ring complex (TRiC) of Methanococcus maripaludis (MmCpn): qHTS; AID 504842, 2011; Potency, µM (doses to about 76.9 µM), inactives show at the top dose activity, negative = inhibition, most hits filed as inhibitors; Chaperonin Mm-Cpn (Methanococcus maripaludis); purified Mm-Cpn ATPase, ADP Transcreener TR-FRET; 0.031% of 330,000 active; further: potency means the concentration at half of the fitted maximal effect; on the % scale 0 is the no-effect control and ±100 the full control effect; nearly all actives have a fitted effect of over 80% in size
#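 Compound-treated chaperonin, 25 nM final, turns over 10 uM ATP at 37°C for 30 min following a 10 min preincubation; ADP generated competes with ADP-d2 for Eu-cryptate antibody, lowering FRET.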
# A549 viability = Nrf2 qHTS screen for inhibitors: counterscreen for cytotoxicity; A549 ARE-Fluc cells, CellTiter-Fluor viability, 18-24 h; 0.16% of 390,000 active; AID 504648, 2011; Potency, µM (top dose mostly 46 µM), for inactives: at the top dose activity change, negative = cytotoxicity, actives largely listed as inhibitors; further: potency means the concentration at half of the fitted maximal effect; on the % scale 0 is the no-effect control and ±100 the full control effect
#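 Cytotoxicity counterscreen: CellTiter-Fluor fluorescence was measured in A549 ARE_Fluc cells after 18-24 h of compound exposure in a concentration series. The subsequent BugLite luminescent read reports ARE-luciferase activity.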
# Nrf2 activator = qHTS of Nrf2 Activators; 0.31% of 410,000 active; AREc32 ARE-luciferase reporter (MCF7-derived line), luminescence, 24 h; Potency, µM (doses to about 46.1 µM), for the others: at the highest dose activation, most hits filed as activators; further: potency means the concentration at half of the fitted maximal effect; % of control where 0% means no effect; nearly all actives have a fitted effect of over 65% in size
#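 ARE activation measured as luciferase luminescence (Steady-Glo, 30 min RT) in AREc32_Fluc cells after 24 hr compound exposure at 37 deg C, 5% CO2; cells seeded overnight at 1000/well in OPTI-MEM, 5% FBS.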
# CCT chaperon mod = High-Throughput Screening for Modulators of Cytosolic Chaperonin Activity; purified chaperonin ATPase assay, HTRF ADP detection, 30 min; activity change, % (test concentration not listed), hits read low; 0.3% of 360,000 active; in the data active means activity change below about -30%; further: on the % scale 0 is the no-effect control and ±100 the full control effect
#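 TRiC (40 or 20 nM final, by batch activity) in 30 mM Tris pH 7.4, 100 mM KCl, 5 mM MgCl2, 1 mM DTT was treated with compound at 76 uM single dose, then 10 uM ATP, 30 min at 37 °C. ADP was read by HTRF Transcreener.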
# TGFb inhibitor = qHTS for Inhibitors of TGF-b; HepG2 CAGA-GFP TGF-b/SMAD3 reporter, GFP fluorescence, 18 h; TGF-beta stimulated, 500 pg/mL final; Potency, µM (doses to about 46.1 µM), for the others: at the highest dose activity, negative = inhibition, hits mostly inhibitors; 1.2% of 410,000 active; AID 588855, 2011; further: potency means the concentration at half of the fitted maximal effect; on the % scale 0 is the no-effect control and ±100 the full control effect; nearly all actives have a fitted effect of over 65% in size
#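 Inhibition was scored as loss of TGF-beta-induced (500 pg/mL final, 18 hours, 37 degrees C) GFP in HEPG2 cells carrying a CAGA-GFP reporter, in DMEM with 1% FBS. Well GFP was summed per cell; Activity was normalised to unstimulated and stimulated DMSO wells, then concentration-response fitting.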
# pAkt inh = HTS Assay for Inhibitors of Akt Phophorylation: Primary Screen. 0.32% of 360,000 active. Neuro2A IGF-stimulated pAkt S473 HTRF, 20 min; stronger effect = lower value. activity change, % for hits at 50 µM; in the data active means activity change below about -80%; inconclusive means mostly about -51% to -80%; further: on the % scale 0 is the no-effect control and ±100 the full control effect
#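 Neuro2A cells in DMEM with 0.5% FBS, overnight at 37 deg C, given compound at single 50 µM final, then IGF (6 nM final) for 20 min at 37 deg C. Lysed; phospho-Akt Ser473 by HTRF after 24 h, 665/615 ratio.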
# Active calls of the source: *; i = inactive; ? = inconclusive; / = no result given; & = joins results of further samples; [ ] = another dose, or the depositor's remark. Unless noted, the call rests on the fitted dose curve; in most records, active means well fitted curve in the direction sought with a large enough effect; inconclusive means small, poorly fitted or top-dose-only effect, or another doubt; inactive means no such curve, though single readings can be large; an effect the other way counts as inactive or inconclusive. Compounds as they come; 4.4% or so of the library scored in one or more.
compound	ATXN viability	Nrf2 block	HepG2 viability	MmCpn inh	A549 viability	Nrf2 activator	CCT chaperon mod	TGFb inhibitor	pAkt inh
CC[C@]12c3[nH]c4ccc(Cl)cc4c3CCN1C(=O)[C@@H](CC(=O)NCC13CC4CC(CC(C4)C1)C3)C[C@@H]2C(=O)N1CCN(C(=O)c2ccco2)CC1	?	?	-2.1%	?	?	-1.6%	-2.7	12.6µM*	i
CC1CC(=O)Nc2ccccc2N1C(=O)Cn1cnc2ccccc2c1=O (stereo unspecified)	i	7.9%	4.4%	-0.2%	7.5%	-0.6%	-1.2	31.8%[activator]	i
O=C(NCCCN1CCCC1=O)c1cccnc1	i	19.2%	4.5%	-3.2%	-5.5%	-1.0%	1.6	2.7%	i
O=C(O)CSc1nnc(Cc2ccccc2)n1Cc1ccccc1	i	/	8.3%	-1.1%	-1.9%	-0.3%	0.7	15.1%	i
Cc1cccc(C)c1NC(=O)C1CCCN(CCCc2ccccc2)C1 (stereo unspecified)	i	?	-32.5%	-0.8%	0.4%	0.1%	-1.1	2.5%	i
Cc1ccc(NC(=O)c2cc(S(=O)(=O)N3CCC4(CC3)OCCO4)ccc2F)cc1	i	-22.0%	-14.4%	-0.5%	12.8%	0.6%	0.9	-14.3%	i
CC(C)CCNC(=O)c1ccc2c(c1)N(Cc1ccccc1F)C(=O)c1ccccc1S2(=O)=O	i	-4.9%	-25.2%	/	-8.4%	0.4%	/	-2.3%	/
O=C(O)CNC(=O)c1ccc(Oc2c(F)c(F)c(Oc3ccc(C(=O)NCC(=O)O)cc3)c(F)c2F)cc1	i	11.2%	-10.5%	-3.8%	0.1%	-0.8%	2.3	1.7%	i
Cn1c(=O)cc(OCCCC(=O)Nc2cccnc2)c2ccccc21	i	?	8.2%	0.5%	-2.2%	7.0%	-1.4	-5.5%	i
CC1CCCN(S(=O)(=O)c2ccc(NC(=O)Cc3ccc(S(=O)(=O)N4CCOCC4)s3)cc2)C1 (stereo unspecified)	i	?	-1.2%	-7.6%	9.7%	3.1%	1.4	-29.3%	i
Cc1nn(-c2ccccc2)c2sc(C(=O)NC3CC3)cc12	i	-16.1%	-6.0%	1.1%	-14.6%	4.5%	-1.2	-2.4%	i
COCCC(=O)N1CCC(Oc2ccc(C(=O)N(C)Cc3cc(C)no3)cc2)CC1	i	6.8%	0.0%	0.1%	-12.6%	-0.4%	-0.5	?	i
COCCCNC(=O)c1ccccc1SC	i	10.1%	5.3%	1.4%	2.3%	0.6%	-0.1	-5.3%	/
Cc1cc(N2CCC(C(=O)Nc3ccc(F)cc3)CC2)nc(-c2ccccc2)n1	i	?	-19.6%	-1.5%	-29.7%	0.2%	-1.0	?	i
COc1ccc(CCNC(=S)Nc2ccccc2)cc1	?	-7.0%	-43.9%	0.3%	-4.6%	-0.3%	-1.5	?	i
Cc1cccc(-c2nnc(SCc3cc(=O)c4cccc(Cl)c4[nH]3)n2C)c1	?	/	-36.6%	/	1.0%	3.7%	/	?	/
CC(=O)NC(Cc1ccccc1)C(=O)OCC(=O)c1ccccc1 (stereo unspecified)	i	-11.5%	-33.0%	-5.7%[15.4 µM]	5.2%	0.5%	-3.7	?	i
Clc1cccc2sc(-c3nnc(-c4ccccc4)o3)c(Cl)c12	i	?	-5.5%	/	0.2%	25.9%	0.0	-3.0%	i
O=S(=O)(c1ccccc1)N1CCC2(CC1)OCCN2S(=O)(=O)c1cccs1	i	13.4%	-9.3%	-2.3%	1.8%	-0.3%	1.8	-15.2%	i
CC1Cc2ccccc2N1S(=O)(=O)c1cccc(C(=O)c2nccn2C)c1 (stereo unspecified)	i	6.3%	-27.6%	-0.1%	-0.1%	0.9%	-0.4	?	i
O=S(=O)(Nc1cc2nc3ccccc3nc2n1Cc1ccccc1)c1ccc(Cl)cc1	/	?	-22.5%	-29.6%	?	-0.2%	-1.7	?	i
COC(=O)c1ccc(CN2CCC(Oc3cccc(C(=O)N4CCCC4)c3)CC2)cc1	i	1.5%	-8.7%	/	-1.4%	3.0%	-1.3	1.7%	i
CCN1C(=O)[C@@H]2[C@H](C1=O)[C@@H]1CC(C(=O)OC)=C[C@@H](C(=O)OC)C3C1=C(C(=O)C3(CC)CC)[C@@H]2C (stereo partly specified)	i	12.1%&6.3%	-5.3%&-0.7%	/	-6.7%&0.6%	4.3%	-0.1	-20.3%&-7.5%	i
O=C(N/N=C(\c1ccccc1)c1ccccn1)c1cccc([N+](=O)[O-])c1	?	9.2µM*	-0.5%	4.4%	-13.6%	0.0%	1.2	?	i
CCOC(=O)CNS(=O)(=O)c1ccc(S(=O)(=O)NC2CC2)cc1	i	-0.4%	-2.1%	-0.3%	-0.2%	-0.4%	-1.2	-4.8%	i
CCCCN(C(=O)CCC(=O)Nc1cc(C)on1)C(C(=O)NC1CCCC1)c1ccccc1C (stereo unspecified)	i	?	-6.9%	-0.9%	-6.9%	0.2%	3.0	-16.5%	i
COC(=O)c1cc2sc(Cl)cc2n1Cc1nc(-c2ccccc2C)oc1C	i	-4.1%	22.3%	/	0.5%	-0.4%	/	27.1%	/
NC(=S)N/N=C/c1ccc(OC(=O)c2cccnc2)cc1	i	17.2%	13.5%	2.0%	2.0%	-0.3%	-0.6	8.0%	i
Cc1ccc(NC(=O)c2cccc3cccnc23)cc1	i	?	-14.7%	0.5%	2.1%	8.6%	-0.6	-8.4%	i
COc1cc2c(cc1NC(=S)Nc1cccc3ccccc13)oc1ccccc12	i	7.8%	7.6%	-23.9%	-2.3%	4.7%	-4.3	1.6%	i
CCC(=O)c1ccc(OCC(O)CN2CCN(c3ccccn3)CC2)cc1 (stereo unspecified)	i	-8.2%	-5.0%	-2.9%	5.2%	-0.3%	0.7	-0.9%	i
CCOc1ccc2oc(C(=O)NCC3CCCO3)c(C)c2c1 (stereo unspecified)	i	?	-7.4%	0.9%	2.9%	0.2%	-1.2	-9.0%	i
O=C(CN1C(=O)C2C3C=CC(C3)C2C1=O)Nc1ccc(F)cc1 (stereo unspecified)	i	18.9%	23.3%	4.0%	1.5%	-0.3%	-1.8	-1.1%	i
CCc1c(O)nc(SCC(=O)Nc2ccccc2)n(C(C)CC)c1=O (stereo unspecified)	i	9.4%	-18.2%	0.2%	-10.6%	-0.4%	-3.8	-5.6%	i
O=C(O)c1cccc2c1Cc1cc([N+](=O)[O-])ccc1-2	i	3.9%	18.9%	/	1.3%	0.4%	-1.7	9.5%	i
O=C(/C=C/c1ccccc1)N1CCN(c2c(Cl)cccc2[N+](=O)[O-])CC1	?	-17.3%	-17.9%	1.0%	-0.2%	0.7%	-1.1	?	i
Cc1ccc(N2CC(C(=O)N3CCc4ccccc4C3)CC2=O)cc1 (stereo unspecified)	i	1.8%	-9.9%	-0.4%	-6.3%	-0.1%	0.0	-2.0%	i
CCC1(c2ccc(F)cc2)NC(=O)N(CC(=O)Nc2ccc(N3CCCCC3)cc2)C1=O (stereo unspecified)	i	6.3%	-4.3%	-4.5%	-1.4%	4.5%	-0.9	0.4%	i
O=C1CCCCCC[C@@H](O)[C@H](O)C[C@H](c2ccccc2)O1	i	/	/	/	/	0.2%	-0.2	/	i
O=c1c2ccccc2cnn1Cc1n[nH]c(=S)n1-c1cc(Cl)cc(Cl)c1	i	-14.8%	-18.1%	-2.3%	6.5%	0.5%[9.22 µM]	1.6	?	i
O=C1NC[C@@H](Cc2ccc(O)cc2)N(CCc2cccc(F)c2)C1=O	i	-12.4%	-5.6%	1.3%	0.8%	-0.1%	-1.8	19.0%	i
COc1cccc(-c2nc(CS(=O)(=O)CC(=O)Nc3c(C)cc(C)cc3C)c(C)o2)c1	/	-3.1%	-79.0%	/	-3.6%	4.8%	/	10µM*	/
Cc1csc(=O)n1CC(=O)OCC(=O)c1c(N)n(C)c(=O)n(C)c1=O	i	-7.5%	1.8%	-1.3%	5.0%	-0.5%	-3.0	-6.7%	i
C=CCc1cc(OC)ccc1OCCCCn1cncn1	?	5.1%	-9.8%	-2.2%	15.0%	0.5%	-2.5	2.0%	i
CCOC(=O)C1CCN(C(c2cccs2)c2sc3nc(C)nn3c2O)CC1 (stereo unspecified)	i	-17.9%	-23.9%	-2.5%	-10.5%	-0.8%	-3.1	-11.5%	i
CCOC(=O)c1c(-c2ccc(F)cc2)csc1/N=C/N(C)C	i	16.4µM*	-24.7%	1.6%	?	2.8%	-2.7	14.7%	i
CC1CCN(C(=O)CNC(=O)CNC(=O)Cc2ccccc2)CC1	?	6.3%	21.4%	-6.2%	-7.5%	0.4%	-2.3	-3.9%	i
CCOC(=O)c1[nH]c(C)c(/C(O)=C2\C(=O)C(=O)N(CCN3CCOCC3)C2c2cccs2)c1C (stereo unspecified)	/	-0.1%	-16.2%	1.7%	-14.1%	0.7%	-2.4	2.0%	/
CC12CCC(C(=O)NNC(=O)c3ccc(Br)cc3)(OC1=O)C2(C)C (stereo unspecified)	i	0.5%	2.8%	1.4%	2.5%	-0.1%	-1.0	-15.6%	i
Cc1c(C#N)c2ncn(CCCN(C)C)c(=O)c2n1-c1ccccc1	i	12.5%	20.9%	-0.2%	-3.9%	-0.3%	0.4	-3.2%	i

# Screening data from PubChem BioAssay.
